Compound activity: PubChem BioAssay, Vanderbilt High Throughput Screening Facility
Cav32 inh = inhibitors of human Cav3.2 T-type calcium channel. B-score at 10 µM. Cav3.2-expressing cells, Fluo-4 calcium fluorescence FDSS; stronger effect = lower value. O95180. 100,000 compounds, 4% hits. AID 449739;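 active = single-dose well whose peak fluorescence ratio is a statistical outlier from its plate by either plate-standardised score or position-corrected B-score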
Numbers without * were called inactive.

molecule,Cav32 inh
O=C(CSc1nnc(-c2ccncc2)n1CC1CCCO1)Nc1cccc(O)c1 (stereo not given),-0.42
Cc1ccc(S(=O)(=O)N(C)CCCC(=O)N2CCOCC2)cc1,-0.18
CCOc1ccc(NC(=O)CSc2nnc(C(C)C)n2CC)cc1,0.2
O=C(Nc1ccc(OC(F)F)cc1)Nc1cccc(C(F)(F)F)c1,-0.65
CCOC(=O)Cc1[nH]nc2c1C(c1cccc(OC)c1OC)C(C#N)=C(N)O2 (stereo not given),-0.92
COc1ccc(CCNC(=O)c2cc(-c3ccccc3O)n[nH]2)cc1OC,-1.3
CC(C)(C)c1ccc(NC(=O)COc2ccc(-n3ccnc3)cc2)cc1,0.0092
O=C(Cn1c(=O)oc2cc(S(=O)(=O)N3CCCC3)ccc21)N1CCc2ccccc2C1,-5.7*
COc1cc(CN2CCC(C(=O)NC3CCCC3)CC2)ccc1O,0.067
C#CCOC(=O)Nc1ccc(=O)n(Cc2c(Cl)cccc2Cl)c1,0.41
Cc1cc(C)c(S(=O)(=O)NCCn2c(C)cc3ccccc32)c(C)c1,-0.097
COc1ccc(OC)c(NC2c3ccccc3C(=O)N2c2cccnc2)c1 (stereo not given),0.019
COc1ccccc1CNC(=O)C1CCN(S(=O)(=O)N2CC(C)CC(C)C2)CC1 (stereo not given),-0.095
Clc1ccc(Nc2nc(-c3cccnc3)cs2)cc1,0.54
O=C(NCC1CCCO1)C(C(=O)c1ccccc1)n1ccccc1=O (stereo not given),0.2
C(=N\N1CCN(Cc2cccc3ccccc23)CC1)/c1ccco1,-2.1
CCS(=O)(=O)N1CCCC(C(=O)NC2CCCCC2C)C1 (stereo not given),-0.0091
COc1ccc(OC)c(C(c2nnnn2CCc2ccccc2)N2CCC(C(N)=O)CC2)c1 (stereo not given),0.39
CCCCCCCCN1[C@@H](CC(=O)OCC)c2ccc(C(F)(F)F)cc2S1(=O)=O,-1.9
COc1cc(NC(=O)C2CCCN(c3ncccn3)C2)cc(OC)c1 (stereo not given),0.21
CC(=O)c1c(C)[nH]c(C(=O)NCc2ccccc2Cl)c1C,-0.55
CCC(C)NC(=O)CS(=O)Cc1nc(-c2cccc(OC)c2)oc1C (stereo not given),-0.07
Cc1cc(C(=O)N2CCN(C(c3ccccc3)c3ccccc3)CC2)no1,-0.95
CC(=O)N(Cc1cc(=O)[nH]c2ccccc12)c1cccc(C)c1,1.1
CCCn1c(/C=C/c2ccccc2)nc2ccccc21,-2.7
Fc1ccc(C(c2nnnn2Cc2cccs2)N2CCN(C3CCCC3)CC2)cc1 (stereo not given),-0.46
O=C(CN(Cc1ccco1)S(=O)(=O)c1ccccc1)N/N=C/c1cccc(O)c1,-1.2
CCN(C(C)=O)c1nnc(CSc2nc3ccccc3s2)s1,-0.88
CCOC(=O)CSc1nnc(-c2ccccc2)o1,0.6
CC(C)Cc1[nH]c(=O)c(C#N)c2c1COC(C)(C)C2,0.78
CC(C(=O)O)n1nc2ccccc2n1 (stereo not given),0.59
CN1CCN(C(=O)c2cc3sccc3n2CC(=O)c2ccccc2)CC1,0.077
CCn1c(CSc2nc3ccccc3[nH]2)nc2cc(C(=O)O)ccc21,-0.77
CN(C(=O)C1CCN(S(=O)(=O)c2cccs2)CC1)C1CCCCC1,0.84
COc1ccc(-c2nc(CS(=O)CC(=O)NC3CCCc4ccccc43)c(C)o2)cc1OC (stereo not given),-0.48
C=C(C)Cn1c(SCC(=O)NCc2ccco2)nc2sc3c(c2c1=O)CCC3,-0.92
N#C/C(=C/c1ccc(N2CCCCCC2)o1)c1cccc(F)c1,-4.3*
COC(=O)c1cc(O)c(O)c(O)c1,1.4
CC[N+](C)(C)c1cccc(O)c1,-0.66
Cc1ccc(S(=O)(=O)CC(N)=O)cc1,-0.96
CC1(c2nnc(Cc3ccccc3)o2)CC(c2ccc(Cl)cc2)=NO1 (stereo not given),-0.17
COC(=O)/C(NC(C)=O)=C(\C)c1ccc(Cl)cc1,0.45
CSCCC(NC(=O)c1ccccc1)C(=O)NC1CC1 (stereo not given),-0.59
C/C(=N\O)c1ccc2c3c([nH]c2c1)CCCC3,-1
Cc1ccc(Cl)cc1N1CCN(Cc2cc3c(cc2O)CCC3)CC1,-0.92
CCOc1cc(/C=C2/C(=N)N3C=CSC3=NC2=O)ccc1OCCCOc1ccccc1C,-0.008
N#CCSc1nc2c(c(=O)n1Cc1ccccc1)C1(CCCC1)Cc1ccccc1-2,-0.72
C=CCOC(=O)COc1ccc2c(C)c(CC)c(=O)oc2c1,0.61
Cc1cccc(Cn2ccc(-c3ccc(Cl)cc3)c(C#N)c2=O)c1,0.22
COCCn1nnnc1C(c1cc2cc(C)ccc2[nH]c1=O)N1CCCCCC1 (stereo not given),0.16

Remaining list, next part.
molecule,Cav32 inh
COc1ccc(N2C(=O)C3CCCN3C2c2ccc(Cl)cc2)cc1 (stereo not given),-1.1
Cn1nc(-c2ccccc2)c2nc3ccccc3nc21,-0.65
CN1CCN(CCNC(=O)Nc2ccccc2C(F)(F)F)CC1,0.09
CCOC(=O)c1cnn(-c2nc(SC)nc3sc4c(c23)CCCC4)c1N,-1.3
CCSC(C)CC1C/C(=N/O)c2c(C)noc2C1 (stereo not given),-0.33
CN(C)S(=O)(=O)c1cccc(-c2nnc(SCc3cc(Cl)cc4c3OCOC4)n2N)c1,-0.57
CCCN(CCC)CCCNC(=O)CS(=O)Cc1nc(-c2ccc(OC)c(OC)c2)oc1C (stereo not given),1.5
N=c1c(C(=O)NCc2ccco2)cc2c(=O)n3ccccc3nc2n1Cc1ccc(Cl)cc1,-2.1
CCOC(=O)CN1C(=O)C2(OCCCO2)c2ccccc21,0.31
COC(=O)Cn1nc(-c2ccccc2)c2cc(Cl)ccc21,-2.8
CCOc1ncccc1C(=O)OCC(=O)c1ccc[nH]1,0.19
O=C(NC1=NCCS1)C1CC2CCC1C2 (stereo not given),0.9
N#Cc1ccc(-c2ccc(Cl)cc2)nc1Oc1ccc(F)cc1,-0.42
CC(=O)N1c2c(cc(Br)cc2S(=O)(=O)N2CCOCC2)CC1C (stereo not given),1.8
CCC(C)N(C(=O)COC(=O)c1[nH]c(C)c(C(C)=O)c1C)C1CCS(=O)(=O)C1 (stereo not given),0.32
COc1cccc(-c2ccc(-c3noc(-c4cccs4)n3)c(OC)n2)c1,-0.024
Nc1c(C(=O)NC2CCCC2)c2nc3ccccc3nc2n1N,0.28
Cc1ccc(C(=O)CSc2nc3ccccc3c(=O)[nH]2)cc1,0.16
O=C(CN1CCC(NC(=O)c2ccccc2F)CC1)NCc1ccc(F)cc1,2
O=C(O)CCCCCCNS(=O)(=O)c1ccccc1,1.1
Cc1cc(S(=O)(=O)N2CCCC2C(=O)N2CCOCC2)c(C)cc1Cl (stereo not given),-0.11
Cc1cc(C)nc(N(C#N)Cc2cccc3ccccc23)n1,-5.2*
Cc1ccccc1Nc1nnc(C)c(=O)[nH]1,0.66
CC(=O)Nc1ccc(S(=O)(=O)NCCc2csc(C)n2)cc1,0.7
C=CCSc1nnc2c(n1)[nH]c1c(C)cccc12,0.14

Among those listed so far, these contain a COOH group.
molecule,Cav32 inh
CC(C(=O)O)n1nc2ccccc2n1 (stereo not given),0.59
CCn1c(CSc2nc3ccccc3[nH]2)nc2cc(C(=O)O)ccc21,-0.77
O=C(O)CCCCCCNS(=O)(=O)c1ccccc1,1.1

(list continues)
molecule,Cav32 inh
CC(=O)C1=C(C)NC(C)=C(C(C)=O)C1c1cn(-c2ccccc2)nc1-c1cccs1,-3.9*
COc1ccccc1-n1c(SCC(=O)N2CCc3ccccc32)nc2c(c1=O)SCC2,-2
O=c1[nH]c(CN2CCN(c3ccccc3O)CC2)nc2ccccc12,1.1
O=C(c1cc2ccccc2oc1=O)N(Cc1ccccc1)C1CCS(=O)(=O)C1 (stereo not given),1.3
COc1ccc(OCC(=O)Nc2cccc3cccnc23)cc1,-1.2
Cc1ccc(-c2nn(-c3ccccc3)cc2/C=N/NC(=O)CSc2nnc(C)n2-c2ccccc2)cc1,-4.5*
COc1ccccc1NC(=S)NNC(=O)c1nn(C)c(C)c1Cl,0.69
CCOC(=O)c1ccc(NC(=O)COc2ccc(S(=O)(=O)NC(C)CC)cc2)cc1 (stereo not given),0.64
O=C(Cn1nnc(-c2ccccc2F)n1)Nc1ccc(C(=O)N2CCOCC2)cc1,0.7
CCn1nc(C(=O)N[C@@H](CCSC)c2nc3ccccc3[nH]2)c2ccccc2c1=O,-1.4
CCCCC(=O)NC(Nc1ccc(C)cn1)(C(=O)OCC)C(F)(F)F (stereo not given),-1
COc1ccc(C(c2nnnn2C2CCCCC2)N2CCN(c3ccccc3F)CC2)cc1 (stereo not given),-6.4*
CC(=O)Nc1ccc(S(=O)(=O)Nc2nc3ccccc3nc2Sc2nncn2C)cc1,-0.13
Cc1ccc(CN(C(=O)c2cc3ccccc3oc2=O)C2CCS(=O)(=O)C2)cc1 (stereo not given),-2
COc1ccccc1NC(=O)CN1CCN(Cc2ccccc2)CC1,1.9
CCOC(=O)c1cccc(NC(=O)CNS(=O)(=O)c2cccs2)c1,0.047
CC1CCCN(CCC(=O)Nc2ccc(Br)cc2)C1 (stereo not given),0.37
CC(OC(=O)c1snc(C(=O)NC2CCCCC2)c1N)C(=O)NC(C)(C)C (stereo not given),0.32
CCN(CC)c1ccc(C2C(C(=O)OC)=C(C)NC(C)=C2C(=O)OC)cc1,-0.27
CC(CCCCC(=O)Nc1ccc(C(F)(F)F)cc1)NCCc1cnc[nH]1 (stereo not given),1.1
CN(CC(=O)NCc1ccco1)S(=O)(=O)c1cccc2cccnc12,-0.23
Cc1ccc(C)c(N(C)S(=O)(=O)c2cccc3nsnc23)c1,-1.2
O=C(Nc1cccc(Cl)c1)N(CCCN1CCOCC1)Cc1ccccc1F,0.57
Cc1cc(NC(=O)CN2CCC(O)(c3cccc(F)c3)CC2)no1,0.42
COc1ccc(-n2nc3ccccc3n2)cc1,0.019
COc1ccc(-c2nnc(CSc3nnc(-c4ccncc4)n3C3CCCCC3)o2)cc1OC,0.043
CCCOC(=O)CCNc1n[nH]c(=O)[nH]c1=O,-0.18
CCC(C)NC(=O)CSc1nnc(-c2ccc(C(C)(C)C)cc2)n1C (stereo not given),0.068
Cc1nc(-c2ccc(Cl)cc2)sc1C1(C)CC(c2cccc([N+](=O)[O-])c2)=NO1 (stereo not given),-0.56
O=C(CCN1C(=O)C2CC=CCC2C1=O)N1CCN(c2ccccn2)CC1 (stereo not given),0.081
Cc1ccc(-n2c(=O)[nH]c3cc(C(=O)NC4CCN(Cc5ccccc5)CC4)ccc3c2=O)cc1,0.05
Cc1ccc(S(=O)(=O)N(C)CC(=O)Nc2ccncc2)cc1,0.046
COc1cccc(CN2CCCC(C(=O)N3CCCCC3)C2)c1OC (stereo not given),-0.13
COc1cc(/C=C2\SC(c3ccc(C)cc3)=NC2=O)cc(OC)c1O,0.033
O=C(N/N=C/c1ccc(O)c(O)c1)C1c2ccccc2Oc2ccccc21,1.1
CCCn1c(CCC(=O)O)ccc1-c1ccc(OC)cc1,-0.16
CC1=CC(C)(C)Nc2ccc(OC(=O)C(Cc3ccccc3)N3C(=O)c4ccccc4C3=O)cc21 (stereo not given),-1.7
CCn1c(SCC(=O)c2ccc(C)cc2)nnc1-c1ccoc1C,-0.44
O=C(N/N=C1\CCCc2ccccc21)c1ccccc1[N+](=O)[O-],-0.046
O=C(NC(=S)N(Cc1ccccc1)Cc1ccccc1)c1ccccc1F,-6.2*
O=C(NCCCN1CCOCC1)c1cc2ccccc2oc1=O,0.44
COc1cc2c(cc1OC)C(c1ccccc1)N(C(=O)c1ccco1)CC2 (stereo not given),-1.6
O=C(NC1CCCCCC1)C1C2C=CC3(CN(Cc4cccnc4)C(=O)C13)O2 (stereo not given),-0.84
CCCn1c2ccc(/C(C)=N\O)cc2c2cc(/C(C)=N/O)ccc21,0.22
COc1ccc(NC(=O)c2ccccc2SC)cc1OC,0.27
COc1ccc(C(CC(=O)N2CCCC2)c2c(OC)cc(OC)c3ccc(=O)oc23)cc1 (stereo not given),-0.055
Clc1ccc2nc(C3CCN(Cc4nnnn4C4CCCCC4)CC3)[nH]c2c1,-2.6
COc1cccc(/C=N/n2c(C)nc3ccccc3c2=O)c1O,-0.8
N#CC1=C(SCc2ccccc2)NC(=O)CC1c1ccccc1 (stereo not given),0.023
C#Cc1ccc([C@@H]2C=C(C(=O)N3CCOCC3)O[C@H](OCCCCO)C2)cc1,1.2
CCOC(=O)c1oc2c(C)c(O)ccc2c(=O)c1-c1nncn1-c1ccccc1,0.2
O=C(Nc1ccc(Cl)c(Cl)c1)OCc1cncs1,-3.3

Entries listed so far marked active in Cav32 inh.
molecule,Cav32 inh
O=C(Cn1c(=O)oc2cc(S(=O)(=O)N3CCCC3)ccc21)N1CCc2ccccc2C1,-5.7*
N#C/C(=C/c1ccc(N2CCCCCC2)o1)c1cccc(F)c1,-4.3*
Cc1cc(C)nc(N(C#N)Cc2cccc3ccccc23)n1,-5.2*
CC(=O)C1=C(C)NC(C)=C(C(C)=O)C1c1cn(-c2ccccc2)nc1-c1cccs1,-3.9*
Cc1ccc(-c2nn(-c3ccccc3)cc2/C=N/NC(=O)CSc2nnc(C)n2-c2ccccc2)cc1,-4.5*
COc1ccc(C(c2nnnn2C2CCCCC2)N2CCN(c3ccccc3F)CC2)cc1 (stereo not given),-6.4*
O=C(NC(=S)N(Cc1ccccc1)Cc1ccccc1)c1ccccc1F,-6.2*

Some of the entries so far, with the structure last:
Cav32 inh | compound
-4.5* | Cc1ccc(-c2nn(-c3ccccc3)cc2/C=N/NC(=O)CSc2nnc(C)n2-c2ccccc2)cc1
0.69 | COc1ccccc1NC(=S)NNC(=O)c1nn(C)c(C)c1Cl

Only part of the results is shown (hit frequency here may not be typical).
